Assay outcomes deposited in PubChem by Sanford-Burnham Center for Chemical Genomics.
MPTP block – blocks calcium-induced mitochondrial swelling. isolated mouse mitochondria, Ca2+ swelling absorbance, 30 min. 1.4% of 360,000 active. inhibition, % at 10 µM;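 active = inhibition of 50% or more, scaled per plate between neutral and stimulator controls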;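 also: 0% = DMSO wells given calcium and 100% = 1 mM EGTA wells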
SENP8 block – blocks human SENP8 cleavage of Nedd8 substrate; 0.64% of 360,000 active; inhibition, % at 20 µM; recombinant SENP8, Nedd8 substrate fluorescence; Q96LD8; in the data active = inhibition mostly above about 40%, no sharp cut-off; inactive = mostly below about 27%
Target sequence (Q96LD8 whole entry, looked up): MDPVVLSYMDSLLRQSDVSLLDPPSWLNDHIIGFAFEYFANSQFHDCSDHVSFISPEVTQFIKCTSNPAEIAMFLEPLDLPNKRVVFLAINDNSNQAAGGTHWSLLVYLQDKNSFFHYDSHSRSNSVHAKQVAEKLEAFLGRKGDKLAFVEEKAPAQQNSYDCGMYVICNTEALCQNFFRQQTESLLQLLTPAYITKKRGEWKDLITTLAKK
SENP7 inh – blocks the human protease SENP7; recombinant SENP7, Z-RLRGG-aminoluciferin luminescence, 40 min; inhibition, % at 5 µM; 1.5% of 330,000 active; AID 434973;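 active = inhibition above about 50% at the single test dose, limit read from the data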;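 also: plate controls were DMSO with enzyme for no effect and no enzyme buffer wells for full effect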
HKDC1 inhibitor – HKDC1 (human) hexokinase inhibition; 0.16% of 340,000 active; inhibition, % at 20 µM; recombinant HKDC1, G6PDH/diaphorase resazurin coupled fluorescence;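 active = inhibition above about 35% when tested at 20 µM, limit read from the data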;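 also: plate controls were DMSO wells with enzyme for no effect and DMSO wells lacking enzyme for full effect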
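Test system: HK5 enzyme. Quantity: 5 µg/mL HK5 final. Reagent: glucose and ATP substrates. Schedule: 90 min reaction incubation at room temperature, dark. Technique: resazurin-to-resorufin fluorescence via G6PDH and diaphorase coupling, 525/613 nm. Control set: DMSO wells with and without enzyme mix.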
SENP6 block – inhibitors of human SENP6 protease | AID 2599 | inhibition, % at 10 µM | Recombinant SENP6 catalytic domain, aminoluciferin luminescence | Q9GZR1 | 1.8% of 330,000 active;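 active = inhibition above about 50% at the single tested dose, limit read from the data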;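 also: plate controls were DMSO wells with enzyme for no effect and DMSO wells lacking enzyme for full effect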
Target sequence (Q9GZR1 628-1112 limits assumed): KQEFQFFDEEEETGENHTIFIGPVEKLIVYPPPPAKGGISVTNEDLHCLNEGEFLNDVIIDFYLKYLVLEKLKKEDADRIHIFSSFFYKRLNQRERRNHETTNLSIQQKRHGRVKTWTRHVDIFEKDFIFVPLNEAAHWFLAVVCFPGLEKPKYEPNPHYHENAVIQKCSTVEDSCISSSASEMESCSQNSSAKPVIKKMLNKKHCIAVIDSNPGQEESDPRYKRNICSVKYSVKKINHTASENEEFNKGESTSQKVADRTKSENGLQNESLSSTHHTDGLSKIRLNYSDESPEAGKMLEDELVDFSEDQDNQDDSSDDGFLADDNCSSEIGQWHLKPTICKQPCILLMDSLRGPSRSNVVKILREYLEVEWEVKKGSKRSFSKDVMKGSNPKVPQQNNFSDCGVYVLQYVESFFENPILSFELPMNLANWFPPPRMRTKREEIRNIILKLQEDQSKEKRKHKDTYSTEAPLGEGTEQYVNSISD
GRIN3A LBD mod – NR3A (human) ligand-binding domain modulation. 2.5% of 340,000 active. Tm shift relative to glycine control, % at 25 µM. NR3A LBD differential scanning fluorimetry, Tm shift; 0% = protein alone, 100% = glycine-bound protein;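 active = melting temperature shift of at least 10% of the positive control shift, at one fixed dose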
PfGluPho inh – PfG6PD (Plasmodium falciparum) enzyme inhibition; PfGluPho enzyme, NADPH resazurin-diaphorase fluorescence; inhibition, % at 20 µM; 0.78% of 350,000 active; AID 504690;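 active = inhibition reaching at least a set limit at 20 µM in the primary screen, cut at about 59% in these data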;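 also: 0% = DMSO wells with substrate and 100% = DMSO wells lacking glucose-6-phosphate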
ATG4B inhibitor – ATG4B (human) cysteine protease inhibition | inhibition, % at 8.33 µM | ATG4B cleavage of LC3-PLA2, NBD-HPC fluorescence, 1 h | 0.51% of 340,000 active | AID 504462 | Q9Y4P1; in the data active = inhibition above about 40%
Target sequence (Q9Y4P1 whole entry, looked up): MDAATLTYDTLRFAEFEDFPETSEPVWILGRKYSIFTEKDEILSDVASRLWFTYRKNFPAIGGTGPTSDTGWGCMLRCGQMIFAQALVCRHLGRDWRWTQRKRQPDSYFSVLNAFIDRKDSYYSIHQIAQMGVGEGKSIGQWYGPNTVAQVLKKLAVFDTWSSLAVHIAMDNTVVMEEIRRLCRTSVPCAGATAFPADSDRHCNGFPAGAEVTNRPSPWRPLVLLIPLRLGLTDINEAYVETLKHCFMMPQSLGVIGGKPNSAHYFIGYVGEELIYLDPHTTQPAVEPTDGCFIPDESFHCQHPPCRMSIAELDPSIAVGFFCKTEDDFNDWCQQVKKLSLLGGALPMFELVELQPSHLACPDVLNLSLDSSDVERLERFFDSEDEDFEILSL
The depositor's hits bear a star; nt = no result given.

Start of the data: the first 6 records as a preview:
SMILES | MPTP block | SENP8 block | SENP7 inh | HKDC1 inhibitor | SENP6 block | GRIN3A LBD mod | PfGluPho inh | ATG4B inhibitor
O=C(O)c1ccc(NC(=O)c2cn(-c3ccccc3)nc2-c2ccc(F)cc2)cc1 | 1.8 | 12 | 13 | -2 | 12 | -5 | 23 | 19
CN(NC(=O)/C=C/C(=O)O)c1ncc(C(F)(F)F)cc1Cl | 2.3 | 2 | -10 | -11 | -17 | 1 | 1 | 1
CC(Sc1nnc(-c2ccccc2Br)o1)C(=O)N1CCOCC1 (stereo unspecified) | -0.6 | -1 | 3 | 3 | 2 | 0 | 11 | -11
Cc1oc(-c2cccc(Cl)c2)nc1CN1CCCC(C(=O)NC(C)c2ccc3c(c2)OCCO3)C1 (stereo unspecified) | 51* | 7 | 1 | 13 | -7 | -2 | -16 | -2
CC(C(=O)Nc1ccc2c(c1)OCCO2)c1ccc([N+](=O)[O-])cc1 (stereo unspecified) | 1.2 | 13 | 9 | -8 | -1 | 3 | 6 | -16
COc1cc(C(C)=O)ccc1OCC(O)CN1CCN(c2ccc(C)c(C)c2)CC1 (stereo unspecified) | 1.2 | 17 | -3 | -3 | -29 | 3 | 12 | -13

The list itself, repeating the preview:
SMILES | MPTP block | SENP8 block | SENP7 inh | HKDC1 inhibitor | SENP6 block | GRIN3A LBD mod | PfGluPho inh | ATG4B inhibitor
O=C(O)c1ccc(NC(=O)c2cn(-c3ccccc3)nc2-c2ccc(F)cc2)cc1 | 1.8 | 12 | 13 | -2 | 12 | -5 | 23 | 19
CN(NC(=O)/C=C/C(=O)O)c1ncc(C(F)(F)F)cc1Cl | 2.3 | 2 | -10 | -11 | -17 | 1 | 1 | 1
CC(Sc1nnc(-c2ccccc2Br)o1)C(=O)N1CCOCC1 (stereo unspecified) | -0.6 | -1 | 3 | 3 | 2 | 0 | 11 | -11
Cc1oc(-c2cccc(Cl)c2)nc1CN1CCCC(C(=O)NC(C)c2ccc3c(c2)OCCO3)C1 (stereo unspecified) | 51* | 7 | 1 | 13 | -7 | -2 | -16 | -2
CC(C(=O)Nc1ccc2c(c1)OCCO2)c1ccc([N+](=O)[O-])cc1 (stereo unspecified) | 1.2 | 13 | 9 | -8 | -1 | 3 | 6 | -16
COc1cc(C(C)=O)ccc1OCC(O)CN1CCN(c2ccc(C)c(C)c2)CC1 (stereo unspecified) | 1.2 | 17 | -3 | -3 | -29 | 3 | 12 | -13
O=C(CSc1nccc(=O)[nH]1)NC1CCCC1 | 2.2 | 12 | -4 | -6 | 14 | 3 | 0 | -7
O=S(=O)(/C=C/c1ccccc1)N1CCNCC1 | -1.0 | 13 | 1 | -7 | 0 | -3 | -4 | -7
Cc1cc(N2CCCC2)ccc1NC(=O)CN1C(=O)NC(C)(c2ccccc2)C1=O (stereo unspecified) | -0.1 | 16 | -7 | -2 | -49 | 0 | 16 | -6
COc1ccc(CCNC(=O)CCN2C(=O)C3CC=CCC3C2=O)cc1OC (stereo unspecified) | 1.5 | 21 | -8 | -2 | -16 | 1 | -4 | -20
Cc1ccc(-c2nnn(CC(=O)N(CC(=O)NCc3ccccc3)c3cccc(C)c3C)n2)o1 | 0.0 | 17 | -4 | -8 | -9 | 2 | 9 | 14
Cc1nc([N+](=O)[O-])c(Br)n1CC(=O)c1ccc(F)cc1 | 1.0 | 19 | nt | 10 | nt | -2 | 12 | -9
Cc1ccc(-c2nc3ccccc3[nH]2)cc1NC(=O)/C=C/c1ccco1 | 0.2 | -14 | -10 | 2 | -9 | 0 | 43 | 19
Cc1nn(Cc2ccccc2)c(C)c1NC(=O)CSc1n[nH]c(C)c1[N+](=O)[O-] | 2.3 | 19 | 1 | 8 | 3 | -2 | -15 | 7
COc1cc(CCC(=O)Nc2cccc(S(=O)(=O)N(C)C)c2)cc(OC)c1OC | 4.1 | 9 | -2 | -7 | 1 | -6 | -3 | -8
COCCNC(=O)/C(C#N)=C/c1c(N2CC(C)OC(C)C2)nc2ccccn2c1=O (stereo unspecified) | 1.0 | -87 | -17 | -9 | 1 | -5 | 8 | -2
CCN1CCN(C(=O)Nc2cccc(C(F)(F)F)c2)CC1 | 3.3 | 14 | 4 | 5 | 7 | -1 | 3 | 2
CC(=O)Oc1ccc(C(=O)Nc2ccccc2NC(=O)c2ccc(OC(C)=O)cc2)cc1 | 0.0 | 17 | -1 | -8 | 4 | -3 | 3 | -2
CCOC(=O)c1cccnc1SCC(=O)NCc1ccccc1 | 1.0 | 12 | -8 | -11 | -12 | -3 | 6 | -4
C[C@H](CO)N1C[C@H](C)[C@@H](CN(C)Cc2ccccc2)Oc2ccc(NC(=O)CCCCCC(=O)Nc3ccccc3N)cc2C1=O | -1.5 | -5 | -13 | 7 | -9 | -1 | -6 | -19
COc1cc(/C=N/N=C(\N)c2nonc2N)ccc1O | 0.3 | 14 | 94* | -6 | 93* | 3 | -2 | -6
Cn1c(=O)c2c(nc(NCc3ccccc3)n2CC(N)=O)n(C)c1=O | 1.0 | 20 | 5 | -8 | -4 | 0 | -7 | -4
CN(c1ncc(C(F)(F)F)cc1Cl)n1cc(C(=O)O)c2ccccc2c1=O | 5.0 | 12 | -2 | -6 | 5 | 1 | -8 | -6
Cc1nn(C2CCS(=O)(=O)C2)c(Cl)c1/C=C/C(=O)OCC(=O)Nc1ccccc1[N+](=O)[O-] (stereo unspecified) | -0.1 | 10 | -6 | 3 | 3 | -3 | 26 | 7
CN(C)c1ccc(C=Cc2cnccn2)cc1 | 0.1 | -490 | nt | -4 | nt | 3 | 28 | -5
More compounds follow.
SMILES | MPTP block | SENP8 block | SENP7 inh | HKDC1 inhibitor | SENP6 block | GRIN3A LBD mod | PfGluPho inh | ATG4B inhibitor
COc1ccccc1N(C(=O)Cn1nnc2ccccc21)C(C(=O)NCc1ccco1)c1ccc(C)o1 (stereo unspecified) | 4.0 | 11 | -6 | -6 | -29 | -1 | 4 | -2
Cc1cccc(NC(=O)c2csnn2)n1 | -1.8 | -7 | -10 | -4 | -9 | 0 | 16 | -2
COc1ccc(N2CCN(C(=O)c3ccccc3N(C)S(=O)(=O)c3ccc(C)cc3)CC2)cc1 | -1.9 | -1 | 1 | 7 | -18 | 5 | 6 | 1
O=C1C=CCC(/C=C/c2ccccc2)O1 (stereo unspecified) | nt | nt | -14 | -2 | -13 | -5 | 3 | 7
CO/N=C/CC(=O)c1cnc(-c2ccc(Cl)cc2)s1 | -0.6 | -22 | 2 | 3 | 4 | -2 | -10 | -2
CCOc1cccc(OCCOCCNC(C)(C)C)c1 | -1.2 | 17 | 0 | -6 | 2 | 16* | 9 | -4
CCCCn1nc(C(=O)O)ccc1=O | 0.8 | 9 | -8 | 0 | -11 | 2 | 3 | -10
COc1ccc(CN=C(N)N=C(N)N)cc1Cl | 1.8 | 6 | 4 | 16 | -13 | -2 | -15 | 2
CNS(=O)(=O)c1ccc(NC(=O)C2CC(=O)N(c3ccc(Cl)cc3)C2)cc1 (stereo unspecified) | 0.1 | 9 | 1 | -2 | 3 | -14 | -31 | 3
CCCNC(=O)c1ccccc1NS(=O)(=O)c1ccc(OC)c(OC)c1 | 1.6 | -30 | 5 | -1 | 5 | 1 | -10 | -4
COc1cccc(NC(=S)N2CCC(N(C)CC3CCCO3)CC2)c1 (stereo unspecified) | -1.8 | 20 | 10 | 13 | -9 | 0 | -9 | 6
COc1ccc(S(=O)(=O)N2CCN(Cc3cc(OC)c(OC)c(OC)c3)CC2)cc1 | 0.0 | 8 | 3 | 1 | 15 | 1 | -5 | 1
NC(=O)C1CCCN(C(=O)CNC(=O)C23CC4CC(CC(C4)C2)C3)C1 (stereo unspecified) | 0.1 | 12 | -9 | -4 | -14 | 0 | 5 | -2
COc1ccc(C(c2c(O)nc(SC)n(C)c2=O)c2c(O)nc(SC)n(C)c2=O)cc1O | 2.9 | 7 | -5 | -5 | -6 | 6 | 21 | 0
C=CCNC(=O)N1CCCC(C(=O)c2cccc(OC(C)C)c2)C1 (stereo unspecified) | -2.2 | 3 | -1 | -5 | 7 | -3 | -11 | 0
COc1ccc(C(CC(=O)c2ccc(C)cc2)Nc2ccc([N+](=O)[O-])cc2)cc1 (stereo unspecified) | 25 | 24 | 8 | -7 | 1 | -11 | 1 | 10
O=C(CCC1CCCC1)NNC(=O)c1ccccc1O | -0.5 | -249 | -11 | -12 | -12 | 0 | -34 | 9
O=C(COC(=O)c1cccnc1Cl)NCCc1ccc(F)cc1 | 0.1 | 12 | 5 | -8 | -11 | -1 | -2 | -8
CCCn1nc2cc(C(=O)NCC34CC5CC(CC(C5)C3)C4)ccc2c1OCC | -0.4 | -471 | -16 | -3 | -18 | 3 | 2 | 1
CCOc1cc(NC(=S)NCc2ccco2)c(OCC)cc1NC(=O)CC(C)C | -0.7 | 24 | -1 | -8 | -18 | 6 | -6 | -9
S=C(NCCc1ccccc1)Nc1ccc(Cl)cc1Cl | 82* | 31 | -4 | -9 | -6 | -2 | -19 | 1
CC/C(=N\OC(=O)c1ccc(OC(C)C)cc1)c1ccc(C)cc1 | -1.3 | 29 | 3 | 3 | -5 | 2 | 1 | 3
CCc1ccc(N2C(=O)C(Cl)=C(N3CCOCC3)C2=O)cc1 | 0.7 | 41* | 9 | -3 | -6 | 2 | -3 | -11
COC(=O)CCC(=O)COc1ccccc1C#N | -1.3 | 2 | 11 | 12 | 8 | -3 | -15 | 5
CC(=O)NC1C(=O)Nc2c1cccc2C(F)(F)F (stereo unspecified) | 4.3 | 14 | -3 | 7 | 0 | 0 | -3 | 8
(listing goes on)
SMILES | MPTP block | SENP8 block | SENP7 inh | HKDC1 inhibitor | SENP6 block | GRIN3A LBD mod | PfGluPho inh | ATG4B inhibitor
NS(=O)(=O)c1ccc(CCNCC#Cc2ccccc2)cc1 | 0.3 | 7 | 4 | -3 | 2 | 3 | -1 | 4
COc1ccc(C(=O)N2CCCC(CCC(=O)NCc3ccc(F)c(F)c3)C2)o1 (stereo unspecified) | 0.2 | 11 | 3 | -10 | 12 | -2 | -14 | 18
Cc1ccc(N2CC(NS(=O)(=O)c3cccnc3)CC2=O)cc1 (stereo unspecified) | 0.1 | 8 | -9 | -2 | -19 | 0 | -7 | 6
COc1cc2[nH]c(C(=O)NCC3CCCO3)cc2c(OC)c1OC (stereo unspecified) | -1.5 | -262 | 4 | -3 | -6 | -2 | 11 | -1
CCOc1ccc(S(=O)(=O)Nc2cccc(C(=O)N3CCN(c4ccccc4O)CC3)c2)cc1 | 0.6 | 12 | -8 | 4 | -8 | -3 | -16 | -9
CCN1C(=NCC(C)C)N[C@@H](CCc2ccccc2)[C@H](C(=O)NCC(C)C)[C@H]1C | 0.6 | 0 | 5 | 5 | -9 | -3 | -11 | 1
CCN1CCN(C(=O)c2ccccc2Nc2ccc(SC(F)F)cc2)CC1 | 0.3 | -2 | -1 | -10 | -8 | -1 | 12 | -8
COc1ccc(C2Nc3ccccc3C(=O)N2NS(=O)(=O)c2ccccc2)cc1OC (stereo unspecified) | -1.2 | -449 | 1 | -4 | -15 | -3 | 10 | -3
C[C@H](NC(=O)c1nc[nH]c1C(=O)N[C@@H](Cc1ccccc1)C(=O)OCc1ccccc1)C(=O)OC(C)(C)C | 0.4 | 13 | -4 | 2 | -10 | -13 | 32 | -12
COc1ncnc(-c2ccccc2)c1-c1ccccc1 | 4.7 | 14 | -4 | 3 | -33 | -1 | -22 | -5
CC1CCN(S(=O)(=O)c2ccc3c(c2)N(CC(=O)N(C)Cc2ccco2)C(=O)CO3)CC1 | 1.4 | 12 | 6 | -7 | -4 | 0 | -2 | -4
CNC(=O)CC1C(=O)N(c2ccc(OC)cc2)C(=S)N1NC(=O)c1cccc(F)c1 (stereo unspecified) | -0.6 | 24 | 3 | -7 | 3 | 1 | -1 | 4
CC(C)N(Cc1nc(-c2ccccc2)no1)C(=O)CN(C)S(=O)(=O)c1ccc(Br)cc1 | -1.7 | 3 | 14 | -2 | 9 | 8 | 20 | -7
COc1ccc(NC(=O)CCS(=O)(=O)c2ccc3c(c2)NC(=O)C(C)S3)cc1OC (stereo unspecified) | -0.2 | 3 | -3 | -6 | 3 | 0 | 2 | -6
